Compound activity (PubChem BioAssay)
WT yeast gro inh = growth inhibition of WT yeast, mitochondrial fusion screen | mitochondrial fusion phenotypic screen, WT strain | inhibition, % at 10 µM | hit rate 2.1% among 190,000; in the data active means inhibition above about 58%; tested in S. cerevisiae
Dengue-2 NS5 capping = flavivirus cap methylation enzyme inhibition – biochemical, confirmation dose response, primary screen (AID 588689); hit rate 0.3% among 340,000; Dengue-2 NS5 methyltransferase capping enzyme assay, biochemical; higher % means a stronger effect; inhibition, % at 25 µM; hits with a dose series show IC50 in µM; in the data active means a potency from the dose series; inconclusive means inhibition above about 29% without an active follow-up result
K1F lysis inhibition = protection from phage-mediated lysis, alamar blue read-out – E. coli UTI89, K1F phage, bacterial capsule biogenesis inhibitors (AID 488966) | E. coli UTI89 K1F phage lysis, alamar blue, 2 h; higher % means a stronger effect | inhibition, % at 100 µM; hits with a dose series show IC50 in µM | hit rate 0.02% among 340,000;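 active means phage lysis inhibition, versus mean bacterial control, above a set limit; inconclusive means no clear call, values can overlap the other calls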;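 further: capsule biogenesis inhibitors block K1F phage lysis so surviving cells raise fluorescence; higher fluorescence means more inhibition of phage lysis; actives were called in the ten point dose series up to 300 µM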
Autophagy HCS = alters autophagy in cells; MEF GFP-LC3 puncta imaging; test concentration mostly 10 µM; calls only at 10 µM (by protocol); hit rate 0.98% among 190,000; AID 463193;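 active means percentage of spot-positive cells more than 3 SD above its plate mean, without a fluorescence outlier flag or 80% toxicity; inconclusive means no clear call, values can overlap the other calls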;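 further: spot-positive cell cutoff set from DMSO-treated cells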
RSV CPE inhibition = inhibition of RSV-induced cytopathic effect – HEp-2 cells, primary 10 µM value included (AID 2391). HEp-2 cells, RSV-induced CPE inhibition; higher % means a stronger effect. CPE inhibition, % at 10 µM, or IC50 in µM where a hit was titrated. hit rate 0.13% among 310,000; in the data active means a potency from the dose series; inconclusive means CPE inhibition mostly from about 23% at the one dose, without a potency; inactive means the rest, 99 in 100 with CPE inhibition below about 21%; further: strong numbers were not always called active
NTR1 ag = agonists of NTR1, primary screen, imaging, U2OS cells, beta-arrestin-GFP, high content (AID 493036) | NTR1-U2OS beta-arrestin-GFP spot imaging, agonist mode | activation, % at 20 µM | hit rate 0.17% among 330,000 | P30989;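 active means activation at or above 40% of the spot to cytoplasm intensity ratio, with at least 20 cells analyzed; inconclusive means wells under 20 cells, flagged as cytotoxic or low count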;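 further: 0% = DMSO without peptide and 100% = 100 nM NTR1 peptide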
Target sequence (P30989 whole entry, looked up): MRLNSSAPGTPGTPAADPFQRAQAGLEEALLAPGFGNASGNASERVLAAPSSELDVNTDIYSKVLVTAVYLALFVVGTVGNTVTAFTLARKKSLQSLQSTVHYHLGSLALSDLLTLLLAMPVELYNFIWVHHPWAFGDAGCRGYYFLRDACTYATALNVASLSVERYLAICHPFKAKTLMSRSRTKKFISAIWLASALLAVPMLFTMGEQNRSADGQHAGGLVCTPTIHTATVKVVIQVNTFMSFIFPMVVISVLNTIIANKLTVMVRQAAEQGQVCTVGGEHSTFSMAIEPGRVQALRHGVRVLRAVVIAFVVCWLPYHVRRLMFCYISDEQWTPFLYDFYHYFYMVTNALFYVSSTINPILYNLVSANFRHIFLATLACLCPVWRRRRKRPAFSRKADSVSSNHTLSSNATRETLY
AID2073 = disruptors of CaV2.2 binding to Mint1 – biochemical, HTRF (AID 2073). inhibition, % at 20 µM, or IC50 in µM where a hit was titrated. HTRF protein-protein interaction, Mint1-CaV2.2; higher % means a stronger effect. hit rate 0.19% among 290,000; in the data active means inhibition mostly above about 51%, no sharp cut-off; inconclusive means no clear call, values can overlap the other calls; inactive means mostly below about 53%; further: some results filed as inactive read as strong as hits
GPR35 antagonists = inhibition of zaprinast-stimulated GPR35 beta-arrestin translocation – imaging, U2OS, beta-arrestin-GFP, zaprinast agonist, primary screen (AID 2058) | U2OS GPR35 beta-arrestin-GFP translocation imaging, zaprinast antagonism; higher % means a stronger effect | inhibition, % at 10 µM; hits with a dose series show IC50 in µM | hit rate 0.052% among 290,000;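 active means inhibition of at least 50% with at least 30 cells and total cytoplasm GFP at most 10,000,000; inconclusive means under 30 cells or total GFP of 10,000,000 plus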
LYP inhibition = inhibitors of LYP phosphatase, biochemical, fluorescence intensity, uHTS (AID 1779). hit rate 0.054% among 290,000. recombinant LYP phosphatase, fluorescence intensity; higher % means a stronger effect. inhibition, % at 11.5 µM; hits with a dose series show IC50 in µM; in the data active means inhibition above about 50%;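 further: plate controls were vehicle with enzyme for no effect and no enzyme for full effect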
WT yeast gro inh mutant strain = further read-out of WT yeast gro inh, marked with its call; inhibition, %; mitochondrial fusion phenotypic screen, mutant strain inhibition
Autophagy HCS cell loss 18 h = also measured in Autophagy HCS; calls as there; toxicity, %; measured here: cell loss, nuclei count;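 cell loss after 18 h compound exposure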
NTR1 ag cell count 20 µM = second read-out of NTR1 ag, no call of its own (marks repeat the call); cell count; measured here: cell count, cytotoxicity flag
Dengue-2 NS5 capping pilot replicate = second read-out of Dengue-2 NS5 capping, no call of its own (marks repeat the call); inhibition, %; measured here: pilot screen replicate inhibition
An asterisk follows results filed as active; i = inactive; ? = inconclusive; · = not tested or not shown; [ ] = remark or other dose.

SMILES	WT yeast gro inh	WT yeast gro inh mutant strain	Dengue-2 NS5 capping	K1F lysis inhibition	Autophagy HCS	Autophagy HCS cell loss 18 h	RSV CPE inhibition	NTR1 ag	NTR1 ag cell count 20 µM	AID2073	GPR35 antagonists	LYP inhibition	others
CC1=C(C(=O)Nc2ccccn2)C(c2ccccc2Cl)NC(=S)N1 (stereo not given)	5.7	5.8	·	1.8%	i	-5.5	1.3%	-1.0	77	13.1%	4.0%	0.0%
Cc1c(C)c2c(c(C)c1O)CC[C@@](C)(CCC[C@H](C)CCC[C@H](C)CCCC(C)C)O2	·	·	-1.5%	4.0%	·	·	2.1%	-1.1	50	·	·	·
CCOC(=O)c1ccccc1NC(=O)c1cccs1	-2.6	-4.7	0.7%	0.7%	i	-7.1	0.3%	3.7	93	-0.7%	13.1%	-7.0%	Dengue-2 NS5 capping pilot replicate=3.0
CC(C)CC1NC(=O)N(CC(=O)N2c3ccccc3NC(=O)C2(C)C)C1=O (stereo not given)	-7.8	-7.6	-3.0%	0.5%	i	-6.4	-1.3%	-1.5	60	7.8%	-8.6%	-5.7%
CC(/C=C/C1(O)C(C)CC(=O)CC1(C)C)OC1OC(CO)C(O)C(O)C1O (stereo not given)	2.5	9.3	-5.8%	2.2%	i	-10.1	0.1%	1.3	93	-4.2%	9.6%	-4.3%
CCN(CC)S(=O)(=O)c1cccc(C(=O)OCC(=O)NC(C)c2ccccc2)c1 (stereo not given)	4.8	-12.2	-6.6%	-0.2%	i	32.1	0.5%	0.9	39	-9.9%	3.1%	-5.9%
COCCOC(=O)C1=C(C)NC(=O)NC1c1ccc(-c2cc(Cl)ccc2Cl)o1 (stereo not given)	15.7	-3.8	·	·	i	13.9	4.9%	2.1	31	31.5%	5.0%	0.7%
O=C(O)/C=C/C(=O)NCC1CCC(CNC(=O)/C=C/C(=O)O)CC1 (stereo not given)	·	·	·	·	·	·	0.9%	0.3	48	15.6%	2.4%	-5.2%
C=CCc1ccc(OCCCCNC(C)CC)c(OC)c1 (stereo not given)	-16.4	5.7	1.4%	1.9%	i	-2.1	-0.1%	0.8	51	0.0%	14.0%	-12.3%
COc1ccc(-c2noc(-c3cccc(Cl)c3)n2)cc1OC	12.1	-14.2	-1.5%	1.7%	i	17.9	0.9%	3.2	54	-2.6%	3.0%	-0.2%
CC1CC(=O)Nc2ccccc2N1C(=O)CSc1nnnn1C(C)C (stereo not given)	·	·	-10.1%	0.2%[50 µM]	·	·	0.9%	-2.2	69	·	·	·
Cc1cccc(N2CCN(C(=O)c3ccoc3C)CC2)c1C	1.8	10.2	0.7%	8.3%	i	-2.6	1.0%	1.1	50	0.3%	7.0%	1.5%
CC(OC(=O)c1ccccc1C(=O)N(C)c1ccccc1)C(=O)Nc1ccc(C(N)=O)cc1 (stereo not given)	·	·	-1.4%	0.8%[50 µM]	·	·	-0.4%	-1.2	51	·	·	·
CCOC(=O)Cn1c(=O)oc2cc(S(=O)(=O)N3CCN(C(=O)c4ccco4)CC3)ccc21	11.6	-4.7	-5.8%	0.4%[50 µM]	i	0.0	0.3%	-1.5	72	3.4%	3.1%	-1.9%
COc1ccc(C(=O)NC(=S)Nc2ccccc2N2CCOCC2)cc1Br	46.2	13.8	-7.4%	5.4%	i	-4.2	?	2.9	63	-11.8%	1.3%	7.1%
Cc1cc(CO)nn1-c1ccc([N+](=O)[O-])cc1	·	·	·	·	·	·	0.5%	-0.4	49	38.4%	0.0%	-7.7%
O=C(Nc1cccc(-c2cscn2)c1)C1CCN(Cc2ccsc2)CC1	·	·	-11.7%	0.2%	·	·	0.4%	0.8	62	5.5%	3.0%	-4.6%
Cc1ccccc1-c1nc(CS(=O)(=O)CC(=O)NCCN2CCCC2)c(C)o1	·	·	-17.8%	-0.2%	·	·	-0.4%	1.1	65	-2.2%	50.2%	-10.4%
COCCCN1C(=O)C(=O)/C(=C(/O)c2ccc(S(=O)(=O)N3CCCCC3)cc2)C1c1ccc(O)c(OC)c1 (stereo not given)	·	·	10.1%	-0.1%	·	·	0.4%	-0.8	61	10.3%	-5.9%	-6.1%
CCOc1ccc2[nH]c(=O)c(CN(Cc3cccs3)Cc3nnnn3C(C)(C)C)cc2c1	20.1	3.8	-6.2%	1.6%	i	10.3	-1.2%	1.0	58	-24.2%	9.3%	-3.1%
CC(OC(=O)/C=C/c1ccc2ccccc2n1)C(=O)NCc1ccccc1 (stereo not given)	·	·	-0.7%	1.2%[50 µM]	·	·	1.2%	0.3	74	·	·	·
C=CCNc1nc(Cl)nc(NCc2ccco2)n1	·	·	0.8%	0.2%	·	·	-0.1%	-0.1	61	10.4%	-8.0%	-3.9%
COc1ccnc(CN(C)C(=O)C2CCC(=O)N(Cc3cccc(C(F)(F)F)c3)C2)c1 (stereo not given)	·	·	-9.1%	0.0%	·	·	1.2%	0.3	78	9.0%	2.5%	-8.6%
Cc1ccccc1Nc1nc(-c2sc(NC(=O)c3ccccc3)nc2C)cs1	-10.6	60.5	·	·	i	10.4	4.8%	0.3	75	10.7%	-3.2%	-3.2%
Cc1nonc1OCCNC(=O)C12CC3CC(CC(C3)C1)C2	7.6	-11.2	-8.1%	0.0%	i	-5.3	3.6%	1.0	95	-0.9%	4.9%	-9.5%
CCOc1ccc(C2C(C#N)=C(N)N(N(C)C)C3=C2C(=O)CCC3)cc1 (stereo not given)	·	·	2.6%	0.4%[50 µM]	·	·	0.6%	-0.2	60	-8.4%	-6.1%	-5.5%
COC(=O)c1sccc1NC(=O)C1CC=CCC1C(=O)O (stereo not given)	-12.3	-2.9	-8.1%	0.9%	i	0.8	0.7%	-0.2	87	36.8%	14.8%	-0.2%
Cc1ccc(CSC2=Nc3ccccc3C3=NC(CC(=O)NCc4ccco4)C(=O)N23)cc1 (stereo not given)	6.1	16.9	-1.6%	0.8%	i	4.3	5.8%	1.5	91	19.2%	-8.8%	6.6%
CC(=O)NNC(=S)Nc1cc(S(=O)(=O)N(C)C)ccc1C	-2.6	-9.2	-0.7%	1.0%	i	-2.6	1.8%	1.2	43	-18.6%	3.3%	-11.9%
Cc1cccc(-n2ncc3c2CCCC3NC(=O)Cc2c(C)noc2C)c1C (stereo not given)	·	·	1.3%	1.2%[50 µM]	·	·	0.1%	0.2	48	-7.6%	-15.1%	-7.7%
Cc1nc2c(C(=O)NCc3cccs3)cnn2c(C)c1Cc1ccc(F)cc1	14.9	3.9	·	·	i	9.5	12.2%	9.3	61	4.9%	0.4%	-2.6%
O=C1CC(c2ccccc2)=Nc2ccccc2N1	3.1	7.5	-7.6%	1.6%[50 µM]	i	7.4	-0.2%	-1.2	47	-1.8%	7.4%	-0.1%
COC(=O)[C@@]1(Cc2ccc(OC)cc2)[C@H]2c3cc(C(=O)N(C)C)n(Cc4c(CO)[nH]cc(C)c4=O)c3C[C@H]2CN1C(=O)c1ccccc1	·	·	-8.0%	0.6%	·	·	1.0%	4.2	54	·	·	·
Cc1c(Cl)cccc1NC(=O)CSc1nnc(C)n1-c1ccccc1	·	·	-2.7%	0.8%	i	6.3	5.8%	-0.4	52	-3.3%	-9.0%	-1.6%
Cn1c(=O)[nH]c(=O)c2c1nc(N1CCOCC1)n2CC(O)COc1ccc2ccccc2c1 (stereo not given)	-15.3	-4.2	-8.2%	0.2%	i	-3.9	-0.7%	1.6	58	3.0%	-4.4%	0.0%
Cc1cccc(C2N=C(N)Nc3nc4ccccc4n32)c1 (stereo not given)	·	·	5.4%	1.3%	·	·	4.6%	3.4	39	-0.4%	5.3%	-7.6%
COc1ccc(NC(=O)N2CCCC(C(=O)Nc3cccc(C)c3C)C2)cc1 (stereo not given)	·	·	0.9%	0.1%	·	·	1.2%	1.4	62	3.7%	-12.1%	-4.0%
O=C(COc1ccccc1)N1CCN=C1SCc1cccc(F)c1	·	·	-7.8%	0.2%	·	·	1.4%	0.2	67	27.8%	1.1%	-5.2%
CC(=O)c1ccc(-c2ccccc2[C@H]2[C@H]3C=CC[C@@H](C)[C@@H]3C(=O)N2Cc2ccccc2)cc1	·	·	·	·	·	·	·	7.4	61	4.9%	-14.0%	-1.4%
CC(CN1CCN(Cc2ccccc2)CC1)OC(=O)c1ccco1 (stereo not given)	·	·	2.3%	-0.1%	·	·	0.0%	1.6	60	3.5%	20.3%	-8.7%
NC(=O)c1ccc(N=C2C(=O)Nc3ccc([N+](=O)[O-])cc32)cc1	-9.5	12.1	-10.3%	2.0%	i	0.0	1.7%	-0.8	36	-12.8%	-1.8%	-1.4%
CCCn1nc(C(=O)N2CCN(S(=O)(=O)c3ccc(C)c(C)c3)CC2)c2ccccc2c1=O	·	·	-5.6%	0.0%[50 µM]	·	·	3.7%	6.2	85	·	·	·
O=C(NCCc1ccc(Cl)cc1)c1ccc(OCC2CCCO2)cc1 (stereo not given)	·	·	-12.4%	0.0%	·	·	8.2%	-0.5	47	3.3%	-6.3%	-7.6%
COc1cc(CCC(=O)OCc2nnc(-c3ccccc3)o2)cc(OC)c1OC	-7.5	-7.3	-8.8%	0.8%	i	9.2	1.6%	0.0	69	14.2%	-8.0%	-1.5%
O=C(NCc1cccc(Br)c1)C1CC(c2ccccc2C(F)(F)F)=NO1 (stereo not given)	·	·	2.4%	-1.4%	·	·	13.8%	-1.3	98	20.6%	2.9%	-2.9%
Cc1cc(C)n(C(=O)c2cc3sccc3[nH]2)n1	-5.0	-15.4	-6.9%	6.5%	i	-21.3	9.4%	1.1	49	12.3%	17.2%	1.7%
Cc1c(C(=O)Nc2nccs2)sc2nc(-c3cccs3)cc(C(F)(F)F)c12	3.6	-4.1	1.4%	1.3%	i	6.5	3.7%	24.7	75	19.2%	-11.5%	-0.6%

Gathered by group, the compounds so far with a CF3 group (three)
SMILES	WT yeast gro inh	WT yeast gro inh mutant strain	Dengue-2 NS5 capping	K1F lysis inhibition	Autophagy HCS	Autophagy HCS cell loss 18 h	RSV CPE inhibition	NTR1 ag	NTR1 ag cell count 20 µM	AID2073	GPR35 antagonists	LYP inhibition	others
COc1ccnc(CN(C)C(=O)C2CCC(=O)N(Cc3cccc(C(F)(F)F)c3)C2)c1 (stereo not given)	·	·	-9.1%	0.0%	·	·	1.2%	0.3	78	9.0%	2.5%	-8.6%
O=C(NCc1cccc(Br)c1)C1CC(c2ccccc2C(F)(F)F)=NO1 (stereo not given)	·	·	2.4%	-1.4%	·	·	13.8%	-1.3	98	20.6%	2.9%	-2.9%
Cc1c(C(=O)Nc2nccs2)sc2nc(-c3cccs3)cc(C(F)(F)F)c12	3.6	-4.1	1.4%	1.3%	i	6.5	3.7%	24.7	75	19.2%	-11.5%	-0.6%
